FUS suppressor: rescues growth of FUS-expressing yeast; AID 1347120; S. cerevisiae FUS-expressing, growth rescue, OD600, 24 h; Potency, µM (doses to about 76.6 µM), without a hit: at the highest dose growth rescue (activation), actives largely listed as activators; 390,000 tested, 0.24% active;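 note: potency is the fitted concentration of half-maximal effect; plate controls were DMSO vehicle for no effect and reference control for full effect; nearly all actives have a fitted effect of over 55% in size; some results filed as inactive show a strong effect at the top dose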
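Yeast expressing FUS under galactose induction, OD 0.005 in 2% galactose medium; compounds in a dilution series, 24 h at 30C. Growth rescue by absorbance at 600 nm; CP55940 positive control, DMSO negative.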
Akt phos inh: Akt phosphorylation inhibition | Neuro2A IGF-stimulated pAkt S473 HTRF, 20 min; hits give low values | activity change, % for hits at 50 µM | 360,000 tested, 0.32% active; in the data active = activity change below about -80%; inconclusive = mostly about -51% to -80%; note: % is set by controls: 0 for no effect and ±100 for the full control effect
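Neuro2A cells (4,500/well, DMEM with 0.5% FBS) were treated with compound at a single 50 µM final concentration, stimulated with 6 nM IGF for 20 min at 37 °C, and lysed. Phospho-Akt Ser473 was read by HTRF as 665/615 ratio ×10^4.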
PTHR1 agonist: agonists of human PTHR1 parathyroid hormone receptor. Q03431. HEK293 GP2 PTHR1 cells, GloSensor cAMP luminescence, 1 h. Potency, µM (titrated, usually from 115 µM), for the others: at the top dose activation, most hits filed as activators. 410,000 tested, 0.075% active. AID 743266; note: potency is the fitted concentration of half-maximal effect; nearly all actives have a fitted effect of over 55% in size; some results filed as inactive show a strong effect at the top dose; inactives centre near -15; many of its hits are not listed in these tables
Target sequence (Q03431 whole entry, looked up): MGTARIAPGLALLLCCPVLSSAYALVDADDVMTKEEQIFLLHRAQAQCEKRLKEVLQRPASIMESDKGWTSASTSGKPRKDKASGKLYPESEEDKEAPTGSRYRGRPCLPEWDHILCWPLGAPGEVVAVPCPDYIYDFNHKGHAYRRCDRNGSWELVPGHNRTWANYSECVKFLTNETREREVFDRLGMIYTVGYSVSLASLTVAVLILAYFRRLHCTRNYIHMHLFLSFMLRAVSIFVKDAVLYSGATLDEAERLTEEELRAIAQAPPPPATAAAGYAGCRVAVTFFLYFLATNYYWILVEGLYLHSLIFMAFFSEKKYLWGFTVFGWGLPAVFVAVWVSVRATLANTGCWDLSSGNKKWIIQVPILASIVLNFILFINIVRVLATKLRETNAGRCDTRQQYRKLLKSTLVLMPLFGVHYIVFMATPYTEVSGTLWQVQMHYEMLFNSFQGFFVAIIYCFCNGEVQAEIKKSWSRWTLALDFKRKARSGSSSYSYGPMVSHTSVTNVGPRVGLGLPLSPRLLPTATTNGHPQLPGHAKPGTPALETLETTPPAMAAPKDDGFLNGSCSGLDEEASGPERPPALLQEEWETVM
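HEK-293-derived GP2 cells expressing PTHR1 and a GloSensor cAMP reporter, 3,000/well, plated overnight, given luciferin plus IBMX (each 0.5 mM as added) for 1 h at 37 °C, then compound for 1 h at 37 °C. Luminescence was read after 15 min at room temperature.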
aSyn yeast inh: rescues yeast growth from alpha-synuclein toxicity; Yeast expressing alpha-synuclein, growth rescue, BacTiter-Glo, 24 h; Potency, µM (top dose mostly 46.1 µM), without a hit: at the top dose growth rescue (activation), most hits filed as activators; 370,000 tested, 0.14% active; AID 652106; note: potency is the fitted concentration of half-maximal effect; % of control where 0% means no effect; nearly all actives have a fitted effect of over 65% in size
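Screening used galactose-induced yeast with toxic alpha-synuclein levels, exposed to compound for 24 hr at 30 deg C. Cell growth, read with BacTiter-Glo luminescence, gave the measured signal.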
GLP1R cytotox: cytotoxicity in counter-screen for GLP-1R inverse agonists; Potency, µM (doses to about 38.3 µM), for the others: at the highest dose activity change, negative = inhibition, usual class: inhibitors; AID 624418; 410,000 tested, 0.13% active; HEK293 cAMP-luciferase reporter cells, luminescence, 24 h;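 note: loss of luciferase light is scored as toxicity; potency is the fitted concentration of half-maximal effect; % is set by controls: 0 for no effect and ±100 for the full control effect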
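To flag toxic compounds, the library was rerun on cells for 24 hr at 37 deg C and 5% CO2. Viability-linked luminescence was captured 12 min after adding luciferase detection reagent.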
Abeta rescue: compounds reversing amyloid beta toxicity in yeast; yeast expressing A-beta42, growth rescue, OD600, 48 h; response scale: 0% DMSO, 100% iron-clioquinol control; Potency, µM (highest dose often 46.1 µM), for the others: at the top dose growth rescue, actives largely listed as activators; 410,000 tested, 0.063% active; note: potency is the fitted concentration of half-maximal effect; nearly all actives have a fitted effect of over 55% in size
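Growth rescue measured by 600 nm absorbance after 48 h yeast culture at 30 C with compound. Values normalized between DMSO and an equimolar ferric chloride plus clioquinol control.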
TDP43 rescue: TDP-43 toxicity inhibition in yeast; TDP-43 expressing yeast growth rescue, BacTiter-Glo, 24 h; Potency, µM (doses to about 46.1 µM), without a hit: top-dose growth rescue (activation), most hits filed as activators; 410,000 tested, 1.8% active; AID 652104; note: potency is the fitted concentration of half-maximal effect; % of control where 0% means no effect; nearly all actives have a fitted effect of over 50% in size
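Growth rescue of TDP-43-toxic yeast measured as ATP luminescence (BacTiter-Glo). Cells grown to mid-log in raffinose, induced in galactose at OD600=0.02, exposed to compound 24 hr at 30 deg C.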
GLP1R inv ag: acts as inverse agonist at human GLP-1 receptor | HEK293 GLP-1R CRE-luciferase, luminescence, 24 h; GLP-1R form is constitutively active | Potency, µM (highest dose often 38.3 µM), inactives show top-dose activity change, negative = inhibition, actives largely listed as inhibitors | 410,000 tested, 1.6% active; note: potency is the fitted concentration of half-maximal effect; % is set by controls: 0 for no effect and ±100 for the full control effect; nearly all actives have a fitted effect of over 55% in size
Target sequence (P43220 whole entry, looked up): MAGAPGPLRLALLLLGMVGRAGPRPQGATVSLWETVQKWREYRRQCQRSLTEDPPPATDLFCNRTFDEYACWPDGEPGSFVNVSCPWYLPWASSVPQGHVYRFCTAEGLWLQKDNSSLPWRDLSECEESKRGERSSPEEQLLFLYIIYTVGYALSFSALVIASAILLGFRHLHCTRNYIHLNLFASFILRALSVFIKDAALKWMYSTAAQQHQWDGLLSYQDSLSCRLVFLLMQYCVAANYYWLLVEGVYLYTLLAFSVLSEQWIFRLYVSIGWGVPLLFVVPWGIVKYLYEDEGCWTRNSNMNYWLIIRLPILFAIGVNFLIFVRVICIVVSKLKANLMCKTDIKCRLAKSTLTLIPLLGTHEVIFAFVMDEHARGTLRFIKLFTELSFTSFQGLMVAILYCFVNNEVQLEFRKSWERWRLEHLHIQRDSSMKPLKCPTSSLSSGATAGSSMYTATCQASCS
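HEK293 cells stably co-expressing a cAMP-responsive luciferase reporter and constitutively active GLP-1R were seeded, incubated 12 h, then exposed to compounds for 24 h at 37 C. Luminescence was read 12 min after detection reagent; inverse agonists lower signal.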
Mm-Cpn inhibitor: inhibitors of Methanococcus maripaludis chaperonin (MmCpn) | purified Mm-Cpn ATPase, ADP Transcreener TR-FRET | Potency, µM (highest dose often 76.9 µM), inactives show at the top dose activity, negative = inhibition, actives largely listed as inhibitors | 330,000 tested, 0.031% active | AID 504842; note: potency is the fitted concentration of half-maximal effect; % is set by controls: 0 for no effect and ±100 for the full control effect; nearly all actives have a fitted effect of over 80% in size
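Eu-cryptate anti-ADP/ADP-d2 competition gives a ratio inversely related to ADP. Enzyme at 25 nM was pre-exposed to compound for 10 min, then given 10 uM ATP for 30 min, 37°C throughout.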
The depositor's hits bear a star; i = inactive; u = inconclusive; x = no result given; [ ] = remark or other dose. Unless noted, calls come from the whole dose curve; as a rule, active = well fitted curve in the direction sought with a large enough effect; inconclusive = small, poorly fitted or top-dose-only effect, or another doubt; inactive = no such curve, though single readings can be large; an effect the other way counts as inactive or inconclusive. Some of the compounds tested; the hit share may differ from the screen's.

Every second line gives: FUS suppressor, Akt phos inh, PTHR1 agonist, aSyn yeast inh, GLP1R cytotox, Abeta rescue, TDP43 rescue, GLP1R inv ag, Mm-Cpn inhibitor
Cc1cccc(NC(=O)c2cc3cc([N+](=O)[O-])ccc3s2)n1
 : -33%, i, -4%, -9%, 28%, 10%, 28%, 19%, 1%
C[C@H]1CN([C@@H](C)CO)C(=O)CCCn2cc(nn2)CO[C@@H]1CN(C)S(=O)(=O)c1ccc(Oc2ccccc2)cc1
 : 16%, i, -15%, -2%, 4%, 6%, 29%, 37%[activator], x
CCCCCCCCN1C(=O)[C@H](CC(=O)NCCCCc2ccccc2)C[C@@]2(C(=O)OC)CC(C)(C)CC=C12
 : u, i, i, 0%, 1%, -2%, -3%, 3%, x
Clc1ccc(-n2ncc3c(NCc4ccco4)ncnc32)cc1
 : u, x, -82%[inhibitor], x, u, 3%, u, -2%, 0%
CC(C)(O)C#Cc1ncc(C(F)(F)F)cc1Cl
 : 5%, i, i, -8%, -1%[7.66 µM], -7%, -11%, 0%[7.66 µM], -4%
COc1ccc(S(=O)(=O)N2CCC3(CC2)OCCN3S(=O)(=O)c2ccc(OC)cc2)cc1
 : 0%, i, -11%, -2%, -1%, -11%, 13%, 9%, -2%
N#Cc1ccccc1S(=O)(=O)N1CCN(C(=O)c2cccc(S(=O)(=O)N3CCCC3)c2)CC1
 : x, i, i, -4%, -8%, 5%, 22%, 0%, x
COc1ccc(-c2cc(C3CCN(C(=O)OC(C)(C)C)CC3)[nH]n2)cc1
 : u, i, -29%, 2%, 3%, u, 3%[9.22 µM], u, 0%
CN(C)/C=C/C(=O)c1ccc(C(F)(F)F)cc1F
 : -2%, i, i, -3%, 0%[0.307 µM], 40%, u, -3%[0.307 µM], 0%
O=C(Nc1ccccc1C(=O)NCCN1CCOCC1)c1ccco1
 : x, i, i, 10%, 1%, 0%, 2%, 11%, 0%
O=C(O)CCC(=O)NCC(=O)c1ccc(F)cc1
 : 12%, i, i, -3%, 6%, 0%, -19%, 20%, 1%
Cc1cccc(NC(=O)CC2(CC(=O)O)CCCC2)c1
 : -51%, i, 5%, -3%, 5%, 6%, -4%, 2%, 0%
O=C(/C=C/c1ccc2ccccc2n1)N1CCN(c2ccccc2)CC1
 : 30%, i, -22%, 13%, -8%, -7%, 17%[9.22 µM], 7%, -1%
COc1cc(CNCc2c[nH]c3ccccc23)cc(OC)c1
 : 6%, i, i, 0%, 17%[7.66 µM], 4%, -1%, 0%[7.66 µM], 0%
CCC(C)NC(=O)C(=O)NCc1ccccn1 (configuration not stated)
 : 26%, i, i, -3%, 12%, 19%, -6%, 6%, -1%
S=C(c1nc2ccccc2[nH]1)N1CCOCC1
 : 0%, i, -8%[57.5 µM], -1%, u, 7%, 32%, u, 0%
CSc1nc(-c2cccs2)c(C#N)c(=O)[nH]1
 : 6%, i, -18%, 3%, 14%, -13%, -15%, 1%, -13%
CCCn1cc(S(=O)(=O)c2ccccc2)c(=O)c2cc(F)c(N3CCCC(C)C3)cc21 (configuration not stated)
 : -23%, x, i, x, 12%, 5%, 22%, 7%, x
Cc1cccc(N2CCN(C(=O)c3c(C)oc4nc(C)nc(N5CCCC5)c34)CC2C)c1 (configuration not stated)
 : 22%, x, -54%[inhibitor], x, 1%, 5%, 0%, -20%, x
COCCNC(=O)C1(C)CCCN(C(=O)c2ccccc2C(F)(F)F)C1 (configuration not stated)
 : -7%, i, -16%, -2%, 1%, -16%, 0%, 33%[activator], x
Cc1c(NC(=O)COC(=O)c2c3c(nc4ccccc24)CCCC3)c(=O)n(-c2ccccc2)n1C
 : -9%, i, i, 0%, -21%, 2%, -5%, 3%, -3%
Cc1ccc([C@@H]2CC(=O)[C@@H]3CN(S(=O)(=O)c4ccc(C)cc4)[C@H](c4ccccc4)C[C@@H]3N2S(=O)(=O)c2ccc(Cl)cc2)cc1
 : -5%, i, -22%, -2%, 5%, 2%, u, 14%, x
Cc1ccc2cc(CN(CC3CCCO3)C(=O)c3cccs3)c(=O)[nH]c2c1 (configuration not stated)
 : 26%, i, -9%, 2%, 0%, 3%, -4%, 0%, 0%
O=C(NCc1ccccc1Cl)C(=O)NCC1OCCCN1S(=O)(=O)c1cccs1 (configuration not stated)
 : 22%, i, -14%, 0%, -2%, 5%, 8%, 15%, 0%
Cn1cnnc1SCC(=O)Nc1nc(-c2ccc(F)cc2)cs1
 : -1%, i, -7%, -1%, 4%, -4%, 3%, 20%, 0%
COc1ccc(S(=O)(=O)NCc2cccnc2)cc1NC(=O)c1ccccc1
 : -19%, i, i, -5%, -4%, -13%, 14%, -10%, 0%
Cc1cc(NCCCn2ccnc2)n2nc(C)c(-c3ccccc3)c2n1
 : 15%, i, u, -2%, -2%, 5%, -19%, 111%[activator], u
CC(=O)Oc1ccc(-c2csc(Nc3cccc(C)n3)n2)cc1
 : 18%, i, -78%[inhibitor], -24%, -8%, -13%, 7%, u, -1%
Cc1ccccc1CNC(=O)c1ccc2c(c1)c(C)c(C)n2C
 : 38%, x, i, x, -3%, -13%, u, -19%, x
O=C(CN(c1ccccc1)S(=O)(=O)c1ccccc1)N1CCN(Cc2ccc3c(c2)OCO3)CC1
 : 19%, i, -13%[57.5 µM], -1%, 2%, 9%, 1%, u, -2%
Cc1cccc(C(=O)NCCC(=O)NCc2ccccc2Cl)c1
 : -20%, i, -26%, 1%, 2%, -10%, -9%, 8%, 3%
CN(Cc1nc(-c2ccncc2)no1)S(=O)(=O)c1ccccc1
 : -11%, i, -8%, 9%, 9%, -10%, 19%, 0%, 1%
O=C(c1cc(Sc2ccc(Cl)cc2)nc2ccccc12)N1CCN(c2ccccn2)CC1
 : u, i, -26%, -35%[inhibitor], 4%[7.66 µM], -28%, u, 17%[7.66 µM], -5%
NC(=O)COC(=O)c1cc(Cl)cc(Cl)c1N
 : -6%, i, -8%, 1%, 7%, 1%, -2%, 14%, 0%
CCOc1ccc(NC(=O)COC(=O)Cn2cnc3ccccc32)cc1
 : x, i, i, 1%, -16%, 1%, 10%, 1%, 1%
CCCc1nc(SCC(=O)Nc2ccccc2)c2c(=O)n(C)c(=O)n(C)c2n1
 : -28%, i, i, -3%, -1%, -4%, 7%, 3%, 2%
CC(=O)COC(=O)c1cc(-c2ccc(C)cc2)nc2ccccc12
 : -12%, i, -8%, -8%, 1%, -3%, 11%, 9%, -8%
CC(C)(C)C(=O)Nc1ccc(NC(=O)C(C)(C)C)cc1
 : 3%, i, i, -3%, 4%, 17%, -1%, -22%, 4%
O=C(Cn1nc(-c2ccccc2)ccc1=O)Nc1ccc(N2CCN(C(=O)c3cccs3)CC2)cc1
 : 8.9µM*, i, -21%, -4%, -23%, -8%, 4%, -31%, 2%
COCC(=O)N(C)[C@H]1C[C@H]2c3cc(N4CCN(C)CC4)ccc3CCN2C(=O)[C@H]1[C@H](C)O
 : -27%, i, i, 1%, 2%, -11%, 5%, 8%, x
CC1S/C(=N/N=C/c2ccco2)NC1=O (configuration not stated)
 : -16%, i, i, 10%, 24%, 1%, -3%, 1%, -1%
COCCN1C(=O)N[C@@H](CCc2ccccc2)[C@H](C(=O)OC)[C@H]1C
 : 11%, i, -8%, -6%, 26%, 0%, -13%, 5%, x
CCOc1cc2[nH]c(=S)n(CCOC)c(=O)c2cc1OCC
 : 8%, i, -9%, -11%, -8%, 3%, 7%, 6%, -8%
CCCS(=O)(=O)c1cn2cccc(N)c2c1S(=O)(=O)CCC
 : 35%, i, -5%, 5%, 5%, 1%, -17%, 6%, -1%
COc1ccc(-c2noc(CSc3ccc(C)cc3)n2)cc1
 : 30%, i, -23%, 0%, 3%, -14%, -22%, -7%, -4%
COc1ccc(C)cc1Nc1n[n+](-c2ccccc2)c(-c2c(OC)ccc3ccccc23)s1
 : 13%, i, -51%[inhibitor], -1%, u, -20%, 0%, u, 0%
Cc1cccc2sc(NNC(=O)c3ccc(S(=O)(=O)N4CC(C)CC(C)C4)cc3)nc12 (configuration not stated)
 : 35%, i, -22%, 5%, -13%, 4%, 11%, -45%, -1%
COc1cccc(/C=C/C(=O)NNC(=O)c2cc(C)oc2C)c1
 : 6%, i, i, -4%, 3%, 16%, 13%, -26%, 2%
COc1ccc(/C=C/C(=O)NC(C)C)cc1Br
 : 11%, i, i, 0%, -9%, 10%, 6%, 23%, -1%
CSc1ccc(CCNC(=O)CCc2c(C)nc3c(-c4ccccc4)c(C)nn3c2C)cc1
 : -4%, x, -14%, x, 0%, 15%, u, -14%, x
COc1cccc(C(NC(C)=O)c2nc(/C=C/c3ccccc3)cs2)c1 (configuration not stated)
 : u, i, -20%, 12%, 3%, -6%, u, u, x
O=C1N(Nc2ccccc2)C(c2ccc(Br)cc2)C12CCCCC2 (configuration not stated)
 : 12%, i, i, 3%, 5%, 5%, -14%, 9%, -3%
O=C(COc1cccc(Br)c1)N/N=C1\CCCc2ccccc21
 : 9%, i, i, 0%, 10%, 0%, -5%, -9%, -3%

FUS suppressor: hit marks shown above.
mol,FUS suppressor,Akt phos inh,PTHR1 agonist,Mm-Cpn inhibitor
O=C(Cn1nc(-c2ccccc2)ccc1=O)Nc1ccc(N2CCN(C(=O)c3cccs3)CC2)cc1,8.9µM*,i,-21%,2%
